High-throughput results from PubChem BioAssay.
hERG protect – shields human hERG channel from block by proarrhythmic agents; Q12809; 310,000 compounds, 0.51% hits; AID 1511; activation (rescue from dofetilide block), less the hit threshold, % at 10 µM; CHO-hERG, FluxOR thallium flux, dofetilide IC70 present;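 active = activation above the mean of controls blocked by dofetilide plus 5 SD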;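 also: thallium influx through hERG after potassium depolarization seen as dye fluorescence rise; in these data hits start at about 4.7%; inactives centre near -7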
KCNK3 block – human KCNK3 channel inhibition, primary screen | O14649 | CHO-KCNK3 thallium flux, FluxOR fluorescence; stronger effect = lower value | 340,000 compounds, 0.84% hits | B-score at 10 µM;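 active = B-score under library mean minus 4 SD, starting fluorescence ratio at most library mean plus 5 SD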;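 also: more negative B-score means stronger inhibition of thallium flux through KCNK3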
Target sequence (O14649 whole entry, looked up): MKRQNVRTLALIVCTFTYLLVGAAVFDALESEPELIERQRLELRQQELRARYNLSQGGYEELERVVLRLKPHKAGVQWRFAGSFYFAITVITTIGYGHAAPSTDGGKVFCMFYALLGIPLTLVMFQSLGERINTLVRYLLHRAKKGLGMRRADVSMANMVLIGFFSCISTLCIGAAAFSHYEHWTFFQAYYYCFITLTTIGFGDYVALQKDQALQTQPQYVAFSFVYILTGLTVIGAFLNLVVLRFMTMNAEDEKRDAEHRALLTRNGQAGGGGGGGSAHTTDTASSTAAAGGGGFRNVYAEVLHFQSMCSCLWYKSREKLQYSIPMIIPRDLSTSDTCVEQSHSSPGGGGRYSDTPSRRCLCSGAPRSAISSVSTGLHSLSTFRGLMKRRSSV
KCNQ1 act – potentiators or activators of human KCNQ1 potassium channel | CHO-K1 KCNQ1, thallium flux FluxOR fluorescence; stronger effect = higher value | B-score at 10 µM | 310,000 compounds, 0.35% hits | AID 2648 | P51787;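 active = fluorescence ratio B-score, a plate-corrected score, at least three library SD, with initial intensity B-score within 5 SD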
Target sequence (P51787 whole entry, looked up): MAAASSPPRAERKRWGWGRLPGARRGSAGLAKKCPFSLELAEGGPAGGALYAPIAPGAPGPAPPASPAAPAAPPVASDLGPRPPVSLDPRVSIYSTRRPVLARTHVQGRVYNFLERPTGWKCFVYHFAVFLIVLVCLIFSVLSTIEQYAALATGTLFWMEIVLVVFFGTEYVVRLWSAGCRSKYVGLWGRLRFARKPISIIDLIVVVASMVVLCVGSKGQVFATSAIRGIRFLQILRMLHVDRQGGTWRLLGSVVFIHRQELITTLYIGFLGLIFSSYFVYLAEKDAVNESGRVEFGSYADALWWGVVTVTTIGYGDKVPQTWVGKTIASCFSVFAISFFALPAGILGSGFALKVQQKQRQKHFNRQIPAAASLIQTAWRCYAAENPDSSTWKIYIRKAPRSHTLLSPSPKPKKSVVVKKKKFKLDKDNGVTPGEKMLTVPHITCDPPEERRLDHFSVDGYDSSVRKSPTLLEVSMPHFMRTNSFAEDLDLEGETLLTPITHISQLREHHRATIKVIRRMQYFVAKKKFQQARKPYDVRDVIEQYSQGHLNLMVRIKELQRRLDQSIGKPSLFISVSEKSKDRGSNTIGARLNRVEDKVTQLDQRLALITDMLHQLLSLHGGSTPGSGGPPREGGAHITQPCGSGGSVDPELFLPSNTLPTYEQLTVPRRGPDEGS
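Assay system: CHO-K1 cells stably expressing KCNQ1. Medium: assay buffer for compound exposure, DMSO matched across wells. Timing: 37 °C overnight plating, 90-min dark dye load, 20-min compound pretreatment. Signal: kinetic FluxOR fluorescence, 10 s baseline plus 110 s post-stimulus.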
RGS4 block – human RGS4 inhibition | 310,000 compounds, 0.45% hits | HEK293 M3R/RGS4 inducible, Fluo-4 calcium flux; stronger effect = higher value; triggered by carbachol at its EC20 | AID 463165 | B-score at 10 µM;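 active = B-score, a plate-corrected calcium signal, over three deviations above library mean, with baseline fluorescence within five deviations of library mean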;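 also: RGS4 expression induced by doxycycline in cells with stable M3 receptor; B-score is computed from the integrated fluorescence ratio over baseline after carbachol; higher B-score means a larger calcium signal and so more RGS4 inhibition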
KCNK9 inh – human KCNK9 channel inhibition. HEK293 KCNK9, FluxOR thallium flux fluorescence; stronger effect = lower value. B-score at 10 µM. 310,000 compounds, 1.2% hits;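 active = ratio B-score over 3 SD below the library mean, with starting fluorescence within 5 SD of its mean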;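 also: negative B-score means less thallium flux so channel inhibition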
MrgX1 PAM – allosterically activates human MrgX1 receptor signaling | MrgX1-HEK293, Fluo-4 calcium flux, FDSS; stronger effect = higher value | B-score at 10 µM | 310,000 compounds, 0.63% hits | AID 588675;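 active = plate-corrected calcium response at least 3 library SD above typical, normal starting fluorescence, not activating the receptor alone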;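 also: compound read alongside a low EC10 to EC30 dose of BAM8-22 agonist; peak minus trough fluorescence over baseline measured at the second addition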
TMEM16A act – activates or potentiates the mouse TMEM16A chloride channel | Q8BHY3 | 340,000 compounds, 0.3% hits | B-score at 10 µM | HEK293 TMEM16A/YFP-H148Q/I152L, iodide quench fluorescence; stronger effect = lower value;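 active = fluorescence-ratio B-score plate-corrected deviation score at least 3 library SD below zero, with starting fluorescence score within 5 deviations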;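 also: channel opened by trigger with iodide after compound preincubation; score built on the fluorescence ratio of max minus min over baseline; more negative score means more quench and so TMEM16A activation or potentiation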
MrgX1 ag – activates human MrgX1 receptor signaling; MrgX1-HEK293 cells, Fluo-4 calcium fluorescence, agonist mode; stronger effect = higher value; 310,000 compounds, 0.44% hits; Q96LB2; AID 588627; B-score at 10 µM;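 active = calcium response B-score plate-corrected fluorescence ratio at least 3 library SD, with starting fluorescence B-score inside 5 SD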
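Material: MrgX1-expressing HEK293 cells / Dosing: compound as first of three additions / Incubation: overnight seeding, then 1 h dark dye loading / Signal: Fluo-4 NW calcium fluorescence / Evaluation: B-scored fluorescence response ratio / Benchmarks: positive and negative control wells on each plate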
KCNQ1 inh – blocks the human KCNQ1 potassium channel | P51787 | CHO-K1 KCNQ1, FluxOR thallium flux fluorescence; stronger effect = higher value | B-score at 10 µM | 310,000 compounds, 1.3% hits | AID 2642;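 active = compounds whose thallium flux B-score, printed positive for inhibition, exceeds three library SD while starting fluorescence stays within three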;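 also: channel opened by potassium depolarization with thallium stimulus after 20 min compound exposure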
TMEM16A inh – inhibitors of mouse TMEM16A calcium-activated chloride channel. Q8BHY3. HEK293 TMEM16A/YFP iodide influx fluorescence, ionomycin. normalized B-score (activity score, 25-100; higher = stronger inhibition) at 10 µM. 310,000 compounds, 1.2% hits. AID 588511;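 active = ratio plate-corrected score three or more library SD toward inhibition, starting fluorescence score within five deviations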;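 also: score derived from kinetic fluorescence span divided by baseline fluorescence per well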
RGS4 act – potentiators or activators of RGS4; HEK293 M3R/inducible RGS4, carbachol calcium flux Fluo4; stronger effect = lower value; B-score at 10 µM; 310,000 compounds, 0.92% hits; AID 463111;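 active = B-score of the integrated calcium signal more than 4 SD below the library mean, with starting fluorescence not abnormally high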;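 also: negative B-score means reduced calcium response which marks RGS4 activation or potentiation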
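Material: M3R-expressing HEK293 line, RGS4 induced by doxycycline | Schedule: Overnight RGS4 induction, 30 min dye load 37 °C, 20 min compound RT | Measured by: Fluo4 fluorescence kinetic imaging of calcium | Read-out: Integrated calcium ratio converted to B score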
Active calls of the source: *; i = inactive; . = not tested or not shown.

SMILES	hERG protect	KCNK3 block	KCNQ1 act	RGS4 block	KCNK9 inh	MrgX1 PAM	TMEM16A act	MrgX1 ag	KCNQ1 inh	TMEM16A inh	RGS4 act
O=C(CCc1nc(-c2ccccc2)no1)Nc1cc(C(F)(F)F)ccc1Cl	-5.9	i	i	i	i	i	i	i	i	i	i
COc1ccc(C(=O)NCCNC(=O)c2ccccn2)cc1	-3.0	i	i	i	i	i	i	i	i	i	i
CCOc1ccc(NC(=O)Cc2nnc(SCC(=O)N3CCOCC3)n2C)cc1	-8.9	i	i	i	i	i	i	i	i	i	i
COc1cc(/C=C2/SC(=S)N(Cc3ccccc3)C2=O)cc(Cl)c1O	-10.7	i	i	i	i	i	i	i	i	i	i
COc1ccc(/C=C/C(=O)C2CC2)cc1COc1cccc(C)c1C	-10.2	i	i	i	i	i	i	i	i	i	i
CCN(CC)P(=O)(C(NC(=O)OC)C(F)(F)C(F)(F)C(F)(F)C(F)F)N(CC)CC (stereo not drawn)	-4.5	i	i	i	i	i	i	i	i	i	i
Cc1ccccc1-c1cc(C(=O)Nc2nc3c(s2)CCCC3)c2ccccc2n1	-14.2	i	i	i	i	i	i	i	i	i	i
Cc1cccc(NC(=O)c2ccc3c(c2)CCN3S(C)(=O)=O)c1C	-6.0	i	i	i	i	i	i	i	i	i	i
CCOc1ccc(-n2nc3ccc(NC(=O)CC)cc3n2)cc1	-3.3	i	i	i	i	i	i	i	i	i	i
Nc1nc(F)cc(N2CCCCCC2)n1	-9.2	i	i	i	i	i	i	i	i	i	i
CC(C)(C)c1cc(C(=O)N/N=C/c2ccc([N+](=O)[O-])s2)n[nH]1	-9.5	i	i	i	i	i	i	i	i	i	i
O=C(NCc1ccc(F)cc1)C1CCCN(S(=O)(=O)c2ccc(-n3cnnn3)cc2)C1 (stereo not drawn)	-2.9	i	i	i	i	7.99*	i	i	i	i	i
O=C(CNC(=O)c1ccccc1Br)N/N=C/c1ccccc1O	-7.3	i	i	i	i	i	i	i	i	i	i
COC(=O)c1nn(-c2ccccc2)c(Cl)c1/C=N/OCc1c(Cl)cccc1Cl	-3.0	i	i	i	i	i	i	i	i	i	i
O=C(CSc1ccccc1)Nc1nnc(/C=C/c2ccccc2)s1	-7.0	i	i	i	i	i	i	i	i	i	i
CCOc1cccc(C2C(C(=O)c3ccco3)=C(O)C(=O)N2Cc2ccncc2)c1 (stereo not drawn)	-9.0	i	i	i	i	i	i	i	i	i	i
CCN(CC(=O)NC(=O)NCc1ccco1)Cc1nc2ccccc2c(=O)[nH]1	-2.8	i	i	i	i	i	i	i	i	i	i
O=C(CNC(=O)N1CC(=O)Nc2ccccc21)Nc1ccc(Cl)cc1	-4.7	i	i	i	i	i	i	i	i	i	i
CN(C(=O)CSc1nc(O)cc(=O)n1-c1ccccc1F)c1ccccc1	-3.1	i	i	i	i	i	i	i	i	i	i
CCC(=O)c1ccc(OCC(=O)NCCC2=CCCCC2)c(OC)c1	-6.2	i	i	i	i	i	i	i	i	i	i
CCC(=O)Nc1ccccc1C(=O)N1CCOCC1	-11.4	i	i	i	i	i	i	i	i	i	i
O=C(CS(=O)(=O)c1ccccc1)NC1CCCCC1	1.6	i	i	i	i	i	i	i	i	i	i
O=C(O)CC12CC3CC(C1)CC(n1ncc(NCc4ccc(F)cc4Cl)c(Cl)c1=O)(C3)C2	-0.8	i	i	i	i	i	i	i	i	i	i
O=C1[C@@H]2Cc3c([nH]c4ccccc34)C(c3ccccc3)N2C(=O)CN1C1CCN(Cc2ccccc2)CC1 (stereo partly drawn)	-11.5	i	i	i	i	i	.	i	i	i	i
CCN(CC)CCOC(=O)c1ccc2c(c1)OCCO2	-8.3	i	i	i	i	i	i	i	i	i	i
Cc1nn(CC(=O)Nc2cccc(S(N)(=O)=O)c2)c(C)c1[N+](=O)[O-]	-6.8	i	i	i	i	i	i	i	i	i	i
CC12CCC(C/C1=N\OC(=O)c1ccc(F)cc1)C2(C)C (stereo not drawn)	-6.2	i	i	i	i	8.45*	i	i	i	i	i
O=C(NCC1COc2ccccc2O1)c1ccc(NC(=O)C(c2ccccc2)c2ccccc2)cc1 (stereo not drawn)	-9.3	i	i	i	i	i	i	i	i	i	i
O=C(Cc1ccc(S(=O)(=O)N2CCCC2)s1)N1CCOCC1	-8.0	i	i	i	i	i	i	i	i	i	i
Cn1c(SCC(=O)N2CCOCC2)nnc1-c1ccccc1	-0.3	i	i	i	i	i	i	i	i	i	i
CCCCc1ccc(S(=O)(=O)Nc2ccc(C)c(NS(C)(=O)=O)c2)cc1	-6.5	i	i	i	i	9.7*	i	i	i	i	i
Cc1ccc2nc(SC(C)C(=O)Nc3cccc([N+](=O)[O-])c3)[nH]c2c1 (stereo not drawn)	-12.8	i	i	i	i	i	i	i	i	i	i
Cc1[nH]n(-c2ccc(Cl)cc2)c(=O)c1/C=N/c1nnc(-c2ccccc2)s1	87.5*	i	9*	i	i	i	i	i	i	25*	i
COc1ccc(NC(=O)c2sccc2SCc2cccc(C(F)(F)F)c2)cc1	-5.0	-9.1*	i	i	-16.2*	i	i	i	i	i	i
CC(C)N(CC(N)=O)C(=O)c1sc2cc(F)ccc2c1Cl	-6.7	i	i	i	i	i	i	i	i	i	i
COc1cccc(Nc2nnc(SCn3nnc4ccccc4c3=O)s2)c1	-9.4	i	i	i	i	i	i	i	i	i	i
COC(=O)c1ccc(NC(=O)CSc2nccn2CCc2ccccc2)cc1	-5.7	i	i	i	i	i	i	i	i	i	i
Cc1ccc(S(=O)(=O)C2(C(=O)Nc3ccc(Br)cc3)CC2)cc1	-12.1	i	i	i	i	i	i	i	i	i	i
COc1cc(SC)ccc1C(=O)N1CCN(c2ccccc2F)CC1	-9.8	i	i	i	i	i	i	i	i	i	i
S=c1[nH]nc(Cc2ccccc2)n1Cc1ccco1	-7.1	i	i	i	i	i	i	i	i	i	i
Cn1c(=O)c2c(nc3sccn32)n(C)c1=O	-8.4	i	i	i	i	i	i	i	i	i	i
COC(=O)NC(=S)N1CCOCC1	-7.0	i	i	i	i	i	i	i	i	i	i
O=C(NCc1ccccn1)NC12CC3CC(CC(C3)C1)C2	-14.1	i	i	i	i	i	i	i	i	i	i
CCOc1ccc(NC(=O)COC(=O)CCCc2c[nH]c3ccccc23)cc1	-12.8	i	i	i	i	i	i	i	i	i	i
CCOC(=O)CCc1c(C)c2ccc(OCc3nn[nH]n3)cc2oc1=O	-8.6	i	i	i	i	i	i	i	i	i	i
COc1cc(Cl)cc(C2NC(=O)NC(C)=C2C(C)=O)c1OCC(=O)O (stereo not drawn)	-4.7	i	i	i	i	i	i	i	i	i	i
CCCc1cc(=O)c2c(O)cccc2o1	-11.8	i	i	i	i	i	i	i	i	i	i
Cc1ccc(Cl)cc1NC(=S)N(CCCN1CCOCC1)Cc1ccco1	-5.8	i	i	i	i	i	i	i	i	i	i
Nc1nc2c(s1)CCc1c-2cnn1-c1ccccc1	2.4	i	i	i	i	i	i	33.3*	i	i	i
CCOc1ccc2ccccc2c1CNCCN1CCOCC1	-4.8	i	i	i	i	i	i	i	i	i	i
NS(=O)(=O)c1ccc(NC(=O)CSc2ccccc2)cc1	-5.0	i	i	i	i	i	i	i	i	i	i
Cn1c(C(=O)Nc2ccccc2)cc2sccc21	-4.8	i	i	i	i	i	i	i	i	i	i
Cc1cccc(OCC(=O)Nc2cc(C)ccc2O)c1	-0.3	i	i	i	i	i	i	i	i	i	i
O=C(/C=C/c1ccccc1[N+](=O)[O-])N1CCN(c2ccc(F)cc2)CC1	-9.1	i	i	i	i	i	i	i	i	i	i
CCOC(=O)N1CCC(N2C(=O)c3ccccc3C2Nc2ccc(C)cc2)CC1 (stereo not drawn)	-11.0	i	i	i	i	i	i	i	i	i	i
O=C(O)C/C(=C\c1cc2c(cc1Br)OCO2)c1nc2ccccc2s1	-12.3	i	i	i	i	i	i	i	i	i	i
CC(C)(C)C(=O)Nc1ccc(N2CCN(c3ccc(C(F)(F)F)cn3)CC2)nc1	-6.3	i	i	i	i	i	i	i	i	i	i
COC(=O)CNc1cc(S(=O)(=O)N2CCCCC2)ccc1Oc1cccc(C)c1	-7.9	i	i	i	i	i	i	i	i	i	i
Cc1cccc(Oc2ncc(-c3ccc(Cl)cc3)cn2)c1C	-12.8	i	i	i	i	i	i	i	i	i	i
Cc1ccc(C(=O)N/C(=C\c2cccc([N+](=O)[O-])c2)C(=O)Nc2cccc(C(=O)O)c2)cc1	-4.2	i	i	i	i	i	i	i	i	i	i

Continued:
SMILES	hERG protect	KCNK3 block	KCNQ1 act	RGS4 block	KCNK9 inh	MrgX1 PAM	TMEM16A act	MrgX1 ag	KCNQ1 inh	TMEM16A inh	RGS4 act
Cc1ccc(Sc2ncccc2C(=O)O)c(C)c1	-4.0	i	i	i	i	i	i	i	i	i	i
COc1ccc(C(C)=O)cc1CN(c1ccccc1OC)S(=O)(=O)c1cccs1	-9.8	i	i	i	i	i	i	i	i	i	i
Cc1ccc(NC(=O)CNC(=O)c2ccco2)c(Cl)c1	-4.6	i	i	i	i	i	i	i	i	i	i
COc1ccc(Cl)cc1S(=O)(=O)N1CCCC(C(=O)NCc2ccncc2)C1 (stereo not drawn)	-9.9	i	i	i	i	i	i	i	i	i	i
Cc1ccc(Cl)cc1Nc1nc(-c2sc(NC(=O)c3cccc(Cl)c3)nc2C)cs1	-8.3	.	i	i	i	i	.	i	i	i	i
Cc1nc(N2CCN(c3ccccc3)CC2)nc2c1C(=O)CCC2	-1.7	i	i	i	i	i	i	i	i	i	i
O=C(O)c1ccc(NC(=S)NC(=O)c2cccc(COc3ccccc3)c2)cc1	-9.9	i	i	i	i	i	i	i	6*	i	i
CC(C)NC(=O)c1ccc2c(c1)N(CC(=O)N1CCCC1)C(=O)C(C)(C)O2	-2.7	i	i	i	i	i	i	i	i	i	i
Cc1cccc(C)c1NC(=O)NN1C(C)CCCC1C (stereo not drawn)	-2.8	i	i	i	i	i	i	i	i	i	i
